Compound activity as filed in PubChem.
ST2 inh: blocks human ST2 binding to IL-33. inhibition, % for hits at 17 µM. Q01638. AlphaLISA ST2-Fc/biotin-IL-33 interaction, 1 h. actives 2.3% (n = 78,000); in the data active means inhibition above about 30%; inconclusive means mostly about 10% to 28%
Target sequence (Q01638 whole entry, looked up): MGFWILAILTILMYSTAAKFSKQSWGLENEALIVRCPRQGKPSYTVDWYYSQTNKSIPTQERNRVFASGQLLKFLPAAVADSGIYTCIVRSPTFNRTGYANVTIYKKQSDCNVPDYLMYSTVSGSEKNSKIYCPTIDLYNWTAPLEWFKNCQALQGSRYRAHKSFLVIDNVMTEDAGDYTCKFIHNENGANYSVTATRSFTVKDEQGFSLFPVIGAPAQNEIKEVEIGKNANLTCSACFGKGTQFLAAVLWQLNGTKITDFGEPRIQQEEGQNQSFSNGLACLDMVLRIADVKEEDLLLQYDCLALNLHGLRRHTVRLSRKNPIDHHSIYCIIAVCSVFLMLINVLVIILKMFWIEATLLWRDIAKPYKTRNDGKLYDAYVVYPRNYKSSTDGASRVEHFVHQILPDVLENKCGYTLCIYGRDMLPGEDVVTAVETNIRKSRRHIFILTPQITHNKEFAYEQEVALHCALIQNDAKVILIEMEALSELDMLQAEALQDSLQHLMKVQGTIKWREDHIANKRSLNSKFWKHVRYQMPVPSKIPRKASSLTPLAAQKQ
* hit, by the source's call; i = inactive; ? = inconclusive. This is a subset; count on the stated rates, not on these rows.

SMILES	ST2 inh
COc1ccc(Cl)cc1N1C(=O)C2CCCN2C1c1cc(OC)c(OC)c(OC)c1 (centres undefined)	i
Cc1cc(C)c(S(=O)(=O)N=C2C=C(Br)C(=O)c3ccccc32)cc1C	35%*
Cc1ccccc1N1CCN(C(=O)c2ccc(C#CC(C)(C)O)o2)C(C)C1 (centres undefined)	i
O=[N+]([O-])c1cccc2ccc(N3CCOCC3)nc12	?
COc1ccc(/C=C2/SC(=Nc3ccccc3)NC2=O)c(OC)c1OC	45%*
Fc1ccc(Nc2nc(-c3ccc(Cl)cc3)cs2)cc1	i
CC1CN(S(=O)(=O)c2ccc(Cl)cc2)CCN1S(=O)(=O)c1ccc(Cl)cc1 (centres undefined)	i
CN1[C@@H](CCC(=O)NCc2cccs2)CNC(=O)[C@@H]2[C@H]1CCN2Cc1ccc(S(C)(=O)=O)cc1	i
Cc1ccc(N2C(=O)CC(N3CCCCC3C)C2=O)cc1 (centres undefined)	i
COc1ccc(Cn2c(CNC(=O)C3CC3)nc3cccnc32)cc1	?
COC(=O)c1nc2n(n1)C(c1ccccc1)C1=C(CC(C)(C)CC1=O)N2 (centres undefined)	?
Cc1cc(NC(=O)Cc2c(C(=O)O)[nH]c3ccc(Cl)cc23)no1	i

Sorted by molar mass (highest first): some entries from above
SMILES	ST2 inh
CN1[C@@H](CCC(=O)NCc2cccs2)CNC(=O)[C@@H]2[C@H]1CCN2Cc1ccc(S(C)(=O)=O)cc1	i
Cc1cc(C)c(S(=O)(=O)N=C2C=C(Br)C(=O)c3ccccc32)cc1C	35%*
COC(=O)c1nc2n(n1)C(c1ccccc1)C1=C(CC(C)(C)CC1=O)N2 (centres undefined)	?
COc1ccc(Cn2c(CNC(=O)C3CC3)nc3cccnc32)cc1	?

Next records follow:
SMILES	ST2 inh
CC(NS(=O)(=O)c1ccccc1)C(c1cccs1)N1CCN(c2ccccc2F)CC1 (centres undefined)	?
COc1ccc(OCC(O)Cn2c(N3CCOCC3)nc3c2c(=O)[nH]c(=O)n3C)cc1 (centres undefined)	i
Cc1ccc2c(C(=O)CN3CCOCC3)c(C)[nH]c2c1	32%*
COc1ccc(CCNC(=O)C2CCN(Cc3ccc(Cl)cc3)CC2)cc1OC	i
Cc1cc(C)nc(NS(=O)(=O)c2ccc(NC(=O)c3ccoc3C)cc2)n1	i
Cc1ccc2c(Cl)c(C(=O)NCc3cccs3)sc2c1	i
COc1ccc(CNC(=O)CN2CCCN(Cc3ccc(C)cc3)S2(=O)=O)cc1	i
O=C(O)C[C@@H]1CCN(C(=O)Cc2ccccc2)C[C@@H]1CCN1CCN(c2cccc(C(F)(F)F)c2)CC1	i
O=c1c2ccccc2nc(/C=C/c2ccc(Cl)cc2)n1CCO	?
Cc1ccc(C)c(NS(=O)(=O)c2ccc3c(c2)c(=O)n(C)c(=O)n3C)c1	i
CCN1CCN(Cc2cc(OC)c(O)c([N+](=O)[O-])c2)CC1	i
Cc1[nH]c2ccc(Cl)cc2c(=O)c1CN(C)Cc1ccccc1	i
O=S(=O)(Nc1ccccn1)c1ccc(N=Cc2ccccc2C(F)(F)F)cc1	?
O=C(c1scc2c1OCCO2)N1CCCC(N2CCN(c3cccc(Cl)c3)CC2)C1 (centres undefined)	i
Cc1cc(C)n(CC(=O)Nc2ccc(F)cc2F)c(=O)c1C#N	i
COc1ccc(NC(=O)N[C@H]2[C@H](O)[C@@H](N(C)CCc3ccccn3)[C@@H]3OC[C@H]2O3)cc1	i
COCCC(=O)NCC1Cc2cc(-c3cccc(C(=O)OC)c3)cc(Cl)c2O1 (centres undefined)	i
CC(=O)Cc1nsc(NC(=O)c2ccc(C(C)(C)C)cc2)n1	i
CCOC(=O)C1C(=O)C=C(c2ccco2)CC1c1c(F)cccc1Cl (centres undefined)	i
COC(=O)CO[C@@H]1CO[C@H]2[C@@H]1OC[C@@H]2NS(=O)(=O)c1cccc2cccnc12	i
O=C1C(=O)N(CCCc2ccccc2)c2ccccc21	?
Cc1ccc(-c2ccc(C(=O)NCCSc3nncn3C)cc2)o1	i
OC(COCc1ccc(Cl)cc1)CN1CCOCC1 (centres undefined)	?
CC1(C)Cc2c(c(-c3ccccc3)nc(N3CCCC3)c2C(N)=O)CO1	?
Cc1cc([N+](=O)[O-])ccc1NC(=O)c1ccccc1	i
COc1ccc(C(=O)Nc2sc3c(c2C(=O)NC2CCS(=O)(=O)C2)CCCC3)cc1OC (centres undefined)	i
CC1(C)CC(=O)C2=C(C1)Nc1cc(C(=O)c3ccccc3)ccc1NC2c1ccco1 (centres undefined)	i
Cc1ccc(C(N)=NC(=NS(=O)(=O)c2ccccc2)c2ccccc2)cc1	i
O=S(=O)(Nc1c(F)c(F)c(F)c(F)c1F)c1ccc(Cl)cc1	i
CCOC(=O)c1nn(Cc2ccc(OC)cc2)c2c1CN(C(=O)C1CCCO1)CC2 (centres undefined)	i
COC(=O)[C@@H]1Cc2ncn(Cc3ccc(Cl)cc3)c2CN1C(=O)COc1ccccc1	i
CC(C)Cc1cc(C(=O)NCc2cccnc2)no1	?
COc1cc(C2C(C#N)=C(N)Oc3n[nH]c(-c4ccc5c(c4)OCO5)c32)ccc1O (centres undefined)	?
COc1cc(Br)c(CN2CCN(C=O)CC2)cc1OC	i
Nc1nccc(N2CCC(Cc3ccccc3Cl)(C(=O)O)CC2)n1	i
COc1ccc(/C=C/C2=NOC(O)(C(F)(F)F)C2)cc1 (centres undefined)	i
CCC1Oc2ccc(C)cc2N(Cc2cccc(C)c2)C1=O (centres undefined)	i
Cn1c(=O)n(Cc2ccc(Cl)cc2)c(=O)c2c1nc(NCCO)n2Cc1ccccc1	i
COc1cccc(-c2cnc(-c3ccncc3)nc2C2CCN(Cc3ccc(OC)c(C)c3)CC2)c1	?
CNC(=O)c1ccc(Cn2c(=O)c3cc(OC)c(OC)cc3n(CC(N)=O)c2=O)cc1	i
O=C(O)CN1C(=O)S/C(=C\c2ccco2)C1=O	74%*
COc1ccc(CNC(=O)c2cnn3c2NC(c2ccc(C)cc2)CC3C(F)(F)F)cc1 (centres undefined)	i
COCCCNC(=O)CN1C(=O)/C(=C/c2ccccc2C)Sc2ccccc21	?
O=C(Nc1ccc2c(c1)OCO2)C1(S(=O)(=O)c2ccc(Cl)cc2)CC1	?
O=C(O)C1CN(c2ncccn2)CCN1Cc1cccnc1 (centres undefined)	i
CC(C)C(=O)Nc1nc2cc(NC(=O)C3CCN(S(=O)(=O)N4CCOCC4)CC3)ccc2s1	?
COc1ccc(Cc2ccc(OC)c(N)c2)cc1N	?
O[C@@H]1C[C@@H](c2nc(-c3ccc(C(F)(F)F)cc3)no2)N(Cc2ccc(F)cc2)C1	i

Shown in markdown: part of the list above.
| SMILES | ST2 inh |
| --- | --- |
| CCC1Oc2ccc(C)cc2N(Cc2cccc(C)c2)C1=O (centres undefined) | i |
| Cn1c(=O)n(Cc2ccc(Cl)cc2)c(=O)c2c1nc(NCCO)n2Cc1ccccc1 | i |

(next part)
SMILES	ST2 inh
COc1ccc(N(C(=O)C(C)Oc2ccccc2)C2C=CS(=O)(=O)C2)c(OC)c1 (centres undefined)	i
O=C(Nc1cc(Cl)ccc1Cl)c1cnc2n(c1=O)CCS2	i
c1ccc(C2NCCn3cccc32)cc1 (centres undefined)	?
COc1ccc(-c2nc3s/c(=C\c4ccc(C)o4)c(=O)n3n2)cc1	i
CCCc1nnc(NC(=O)c2ccncc2)s1	i
CCOC(=O)C1=C(N)OC2=C(C(=O)CC(C)(C)C2)C1c1ccc(OCc2ccccc2)cc1 (centres undefined)	i
O=C1c2ccc([N+](=O)[O-])cc2C(=O)N1CNc1ccc(I)cc1	i
C=CCn1c(=N)n(CC(=O)c2ccc(OC)cc2)c2ccccc21	i
C=CCN1C(=O)c2ccccc2Sc2ccc(C(=O)NCc3ccco3)cc21	i
CC(C)(C)NC(=O)CSc1nc2ccc(Cl)cc2o1	i
COc1ccccc1NC(=O)NC(N)=O	i
O=C(CC1Sc2ccccc2NC1=O)Nc1ccccc1SC(F)(F)F (centres undefined)	i

Part of the list above, as labelled records.
> COc1ccc(N(C(=O)C(C)Oc2ccccc2)C2C=CS(=O)(=O)C2)c(OC)c1 (centres undefined)
  ST2 inh: i
> CCOC(=O)C1=C(N)OC2=C(C(=O)CC(C)(C)C2)C1c1ccc(OCc2ccccc2)cc1 (centres undefined)
  ST2 inh: i
> COc1ccccc1NC(=O)NC(N)=O
  ST2 inh: i

(more compounds)
SMILES	ST2 inh
O=c1nc(-c2ccc(Cl)cc2)oc2ccccc12	i
CC(C)(C)OC(=O)NCC12C=CC(O1)C1C(=O)N(Cc3ccccc3)C(=O)C12 (centres undefined)	i
CC(C)Cn1c(NCCCO)nc2c1c(=O)[nH]c(=O)n2C	i
C=CCOc1ccc(-c2nn(-c3ccccc3)cc2/C=c2\sc3ncnn3c2=O)cc1C	?
Cc1cc(C)cc(NC(=O)Cn2cnc3c(oc4ccccc43)c2=O)c1	i
O=C1CCc2cc(S(=O)(=O)NCC3COc4ccccc4O3)ccc2N1 (centres undefined)	i
COc1cc(F)c(-c2c(-c3ccccc3)ncn2CCCO)cc1OC	?
C=CCc1ccccc1OCC(O)CN(CC)CC (centres undefined)	i
COc1cc(OC)cc(C(=O)NCCNC(=O)c2ccccc2)c1	i
O[C@@H]1C[C@@H](c2nc(-c3ccc(F)cc3)no2)N(Cc2ccc(F)cc2)C1	?
O=C(C(F)F)N(Cc1ccccc1)Cc1ccccc1	i
CN1CCCN(CC2CC3C=CC2C3)CC1 (centres undefined)	?
CC(C)Sc1oc(-c2ccco2)nc1S(=O)(=O)c1ccc(Cl)cc1	?
CC(NS(=O)(=O)c1ccc(F)cc1)C(c1cccs1)N1CCN(C)CC1 (centres undefined)	?
CN(C)S(=O)(=O)c1ccc(C(=O)Nc2c3c(nn2C(C)(C)C)CS(=O)C3)cc1 (centres undefined)	i
COc1cccc(CN=Cc2[nH]c3ccc(Br)c(Cl)c3c2O)c1OC	?
CC(=O)NCCc1ccc(O)c(O)c1	i
CCCc1oncc1C(=O)N1CCC2(CN(C)C(=O)O2)C1 (centres undefined)	i
Cn1ccnc1CN(C(=O)c1ccc(C#CC(C)(C)O)o1)C1CC1	?
O=C(c1cc(-c2ccc(O)cc2)n[nH]1)N1CCC2(CCCO2)CC1	i
CCN(CC)C(=O)c1cc(-c2ccc(F)cc2)on1	i
CCN(CC)c1cc(C)c2cc(NC(=O)c3ccc4c(c3)OCO4)ccc2n1	i
CC(C)c1ccc(C2C(=C(O)c3ccc(Cl)cc3)C(=O)C(=O)N2c2cccnc2)cc1 (centres undefined)	i
Oc1ccc(C2=NNC(c3ccc(O)cc3)=NN2)cc1	?
CCOc1ccc(N2CC(NC(=O)c3ccc4c(c3)OCO4)CC2=O)cc1 (centres undefined)	i
CN1C[C@@H](NC(=O)c2ccco2)C[C@H]1c1nc(-c2ccc(F)cc2)no1	?
O=C(CN1C(=O)COc2ccc(S(=O)(=O)N3CCCC3)cc21)NCc1cccnc1	i
CCOC(=O)c1ccc2c(c1)N(CC)C(=O)c1ccccc1S2	i
CCOc1ccc(CNC(=O)c2ccccc2NC(=O)c2nsc3ccccc23)cc1OC	?
COc1cccc(C2C3=C(CC(C)(C)CC3=O)Nc3nc(SCc4cccnc4)[nH]c(=O)c32)c1 (centres undefined)	i
Cc1ncoc1C(=O)N1CCc2onc(-c3ccc(-c4ccccc4)cc3)c2C1	?
CCc1cc2c(=O)c(Oc3ccccc3)c(C(F)(F)F)oc2cc1O	i
O=C(Nc1cccc(N2CCC(NCCc3ccccc3C(F)(F)F)CC2)c1)c1ccncc1	i
Cc1cccc(N(CC(=O)Nc2ccccc2Cl)S(=O)(=O)c2ccccc2)c1C	i
Cc1ccc(NC(=O)c2ccc(=O)n(Cc3ccccc3C)c2)cc1	i
COc1ccc(C(=O)NCc2nnc(SCc3ccncc3)n2CC(C)C)cc1OC	?
C1CCCC(N2CCC(N3CCCCCC3)CC2)CC1	i
c1ccc(C2OCC3OC(c4ccccc4)OC3CO2)cc1 (centres undefined)	i
CCc1ccc(N2COc3ccc(OC)cc3C2)cc1	?
CCOC(=O)c1ccc(NC(=O)CSc2nc(-c3ccc(OCC)cc3)nc3cc(=O)[nH]n23)cc1	i
COc1cc(CN2CCSCC2)ccc1OCC(O)CN1CCCCCC1 (centres undefined)	?
CC(C)Cc1n[nH]c(Cn2nc(Cc3ccccc3)c3ccccc3c2=O)n1	i
NS(=O)(=O)c1ccc(CCNC(=O)CC(c2ccccc2)c2ccccc2)cc1	i
CCCN1C(=O)/C(=C2\SC(N)=NC2=O)c2cc(Br)ccc21	33%*
Cc1nn(-c2ccccc2)c(C)c1CC(=O)N(C)Cc1ncc[nH]1	i
COCC(c1ccccn1)N(C)Cc1cnc2c(-c3ccccc3)cnn2c1 (centres undefined)	i
CCSc1nnc2c(n1)OC(c1ccccn1)N(C(=O)CC)c1ccccc1-2 (centres undefined)	?
COc1ccc(S(=O)(=O)N2C[C@@H]3C[C@H](C2)c2ccc(-c4ccc5ccccc5c4)c(=O)n2C3)cc1	i

The list goes on, starting with the last 4 of the part before.
SMILES	ST2 inh
Cc1nn(-c2ccccc2)c(C)c1CC(=O)N(C)Cc1ncc[nH]1	i
COCC(c1ccccn1)N(C)Cc1cnc2c(-c3ccccc3)cnn2c1 (centres undefined)	i
CCSc1nnc2c(n1)OC(c1ccccn1)N(C(=O)CC)c1ccccc1-2 (centres undefined)	?
COc1ccc(S(=O)(=O)N2C[C@@H]3C[C@H](C2)c2ccc(-c4ccc5ccccc5c4)c(=O)n2C3)cc1	i
Cc1cc(Cl)ccc1OCCn1cncn1	i
CCn1cnnc1CCNC1CSCCSC1	i
OC(c1ccccc1)c1ccc(Br)cc1 (centres undefined)	i
O=C1NCC2=C1C(c1ccc(Br)cc1)Nc1ccccc1N2 (centres undefined)	?
CCCC1(O)CC(c2cc(OC)ccc2OC)NC(c2cc(OC)ccc2OC)C1C (centres undefined)	i
O=C(O)CCN1C(=O)C(=O)C(=C(O)c2ccccc2)C1c1ccccc1[N+](=O)[O-] (centres undefined)	i
CC(C)n1c(SCC(=O)Nc2ccc(OC(F)(F)F)cc2)nc2c1c(=O)n(C)c(=O)n2C	?
CCc1cc2c(=O)c(-c3csc(-c4ccccc4)n3)coc2cc1OC	i
CCCC(=O)N1c2ccccc2NC2=C(C(=O)CCC2)C1c1ccc(C)cc1 (centres undefined)	i
